Hsp70 displacement: Hsp70 inhibitors, probe displacement, primary screen, biochemical, fluorescence polarization (AID 583). Hsp70 fluorescence polarization probe displacement, mP; higher % means a stronger effect. displacement, % at 20 µM, or IC50 in µM where a hit was titrated. 140,000 tested, 0.06% active; in the data active = displacement above about 50%;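 note: plate controls were vehicle for no effect and reference ligand for full effect; a part of the inactive calls stands beside numbers as strong as those of hits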
Rat MKP-3 inhibitors: MKP-3 phosphatase inhibitors, primary screen, biochemical, rat enzyme, in vitro (AID 425); 110,000 tested, 0.17% active; recombinant MKP-3 phosphatase activity, fluorescence; higher % means a stronger effect; one-dose inhibition, % at 20 µM; IC50 in µM for titrated hits; in the data active = inhibition above about 50%;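 note: plate controls were vehicle for no effect and reference inhibitor for full effect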
Numbers without * were called inactive; . = no result given; & = joins results of further samples.

SMILES	Hsp70 displacement	Rat MKP-3 inhibitors
CC1(C)CC(=O)C(C2NCCc3ccccc32)=C(O)C1 (stereo not drawn)	-5.0%	.
CN(Cc1ccccc1)C(=O)c1cc(Cl)ccc1Cl	4.6%	2%
Cc1cc(C(=O)Nc2cnn(Cc3ccc(Cl)cc3Cl)c2)no1	-1.7%	0%
Cc1cccc(C)c1NC(=O)C(C)Oc1cccc(Cl)c1 (stereo not drawn)	-3.5%	-3%
Cc1ccc(S(=O)(=O)N2CCCC2C(=O)Nc2nc3ccccc3s2)cc1 (stereo not drawn)	-1.3%	.
CCOC(=O)N1CCN(C(=O)c2ccc3c(SCC(=O)O)c4c(nc3c2)CCC4)CC1	4.0%	-4%
CCc1c(O)nc(SCC(=O)Nc2cccc3ccccc23)[nH]c1=O	-8.6%	0%
CC(C)C(NC(=O)c1ccccc1NC(=O)c1ccco1)C(=O)O (stereo not drawn)	-3.5%	0%
Cc1nc(-c2cccc(S(=O)(=O)N3CCCCCC3)c2)cs1	6.4%	.
CSc1nc2ccc(NC(=O)c3cccs3)cc2s1	2.3%	4%
CCC(=O)NC(Nc1nc2ccc(C)cc2s1)(C(=O)OC)C(F)(F)F (stereo not drawn)	-4.6%	.
O=C1CSC2(O1)C1CC3CC(C1)CC2C3 (stereo not drawn)	2.2%	-3%
O=c1cc(N2CCc3ccccc3C2)[nH]c(=O)n1C1CCCCC1	2.8%	-7%
Cc1cc(-c2ccccc2)nc(N2CCC(C(=O)NCC3CCCCC3)CC2)n1	6.8%	.
CC(=O)OCC1OC(n2ccc3ccccc32)C(OC(C)=O)C(OC(C)=O)C1OC(C)=O (stereo not drawn)	0.2%	.
c1ccc(Nc2ccc3c4c(cccc24)CC3)cc1	0.3%	.
S=C(c1ccc(-c2ccccc2Cl)o1)N1CCOCC1	1.8%&2.1%	-7%&0%
COc1ccc(C(=O)CSc2nccc(=O)[nH]2)cc1	1.6%	-11%
Cc1ccc(-c2nnc3n2CCCCC3)cc1	2.4%	.
CCCCCCC(C)n1[nH]c(=O)c2c(C)cc(=O)[nH]c21 (stereo not drawn)	-1.1%	-8%
CC(C)C(=O)Nc1ccc(I)cc1Cl	-0.9%	2%
N#Cc1c(NC(=O)c2cc(C3CC3)on2)sc2c1CCC2	2.4%	2%
O=C1CC(SCc2nc3ccccc3[nH]2)C(=O)N1c1cccc(F)c1 (stereo not drawn)	4.7%	-10%
COc1cc(S(=O)(=O)Nc2cccnc2)ccc1F	1.4%	-7%
COCc1nc2ccccc2n1Cc1ccccc1Br	-0.2%	3%
O=C(O)CCSc1nnnn1-c1ccccc1	1.5%	-16%
Cc1cc(C)c(S(=O)(=O)c2ccccc2C(C)(C)C)c(C)c1	-1.8%	2%
COc1cc(S(=O)(=O)Nc2ncccc2C)c(OC)cc1Cl	7.6%	2%
N#C/C(=C\c1ccc(-c2ccccc2)o1)C(=O)Nc1ccc(C#N)cc1	-6.2%	5%
Cc1ccc(C(=O)N/N=C/c2ccc(-c3ccc(Br)cc3[N+](=O)[O-])o2)o1	1.9%	2%
COc1ccc(S(=O)(=O)N(C)CC(=O)N2CCC(C(N)=O)CC2)cc1	0.4%	-21%
Cn1cccc1Cc1nnc(SCC(=O)Nc2cccc(F)c2)n1CCc1ccccc1	0.7%	-13%
Cc1ccc(S(=O)(=O)NCCCNC(=O)c2ccccc2)cc1	1.4%	-10%
CCOC(=O)C1CSC(CC(=O)Nc2ccc(Cl)cc2)C(=O)N1 (stereo not drawn)	2.8%	-2%
O=C(/C=C\Nc1ccc2c(c1)OCO2)c1ccccn1	-2.8%	-8%
COc1ccc(CCNC(C)=O)cc1	-5.1%	.
CC(C)(CC(=O)O)Cc1nc(-c2ccc(Cl)cc2)no1	-1.6%	-8%
COC(=O)C1C(=O)NC(SC)=C(C#N)C1c1ccccc1 (stereo not drawn)	0.9%	-15%
O=C(CCn1cccc1)NC1CCCc2ccccc21 (stereo not drawn)	7.0%	4%
COc1ccccc1CC(=O)N1CCCc2ccccc21	0.1%	.
C(=N\c1nc2ccccc2n1CCN1CCOCC1)/c1ccc2c(c1)OCO2	-6.3%	0%
COc1cc(CNCC(C)C)cc(Br)c1OCC(=O)Nc1ccccc1	5.3%	.
COc1ccc(CCN=Cc2c(C(F)(F)F)[nH]n(-c3nc4ccccc4s3)c2=O)cc1OC	-0.9%	-1%
CCOC(=O)Cc1nnc(NC(=O)CC)s1	0.2%	-6%
COC(=O)C1=C(C)NC2=C(C(=O)CCC2)C1c1ccc(I)cc1 (stereo not drawn)	0.2%	0%
CCCn1cc(SCC(=O)Nc2nnc(C)s2)c2ccccc21	-1.5%	5%
Cc1ccc(CNC(=O)c2oc3ccc(S(=O)(=O)N4CCOCC4)cc3c2C)cc1	2.1%	.
C=CCNc1nc(-c2c(C)nc3sccn23)cs1	-1.1%	-8%
O=C1CC(NC2CCCCC2)C(=O)N1c1ccc(I)cc1 (stereo not drawn)	2.1%	-2%
Cc1ccc(C2C(C#N)=C(N)Oc3nc(-c4ccccc4)[nH]c32)o1 (stereo not drawn)	-4.6%	4%
O=C(NCCCN1CCOCC1)c1cccc(F)c1	-3.1%	-1%
N/C(CCCN1CCCCC1)=N/O	-0.5%	0%
NC(=O)c1cc(-c2ccc(Cl)cc2)nc2ccc(Br)cc12	2.5%	0%
CC(C)NC(=O)COC(=O)c1cc(=O)[nH]c2ccccc12	0.6%	.
CNS(=O)(=O)c1cccc(C(=O)OCC(=O)N2CCc3ccccc3C2)c1	1.2%	.
COc1ccc(Oc2ccc3[nH]c4c(c3c2)CCC/C4=N/O)cc1	-1.2%	2%
O=C(O)c1cc(NCc2c(F)cccc2Cl)ccc1N1CCOCC1	5.9%	-1%
Cc1cc(NC(=O)c2cnn3c(C(F)F)cc(-c4ccccc4)nc23)no1	2.6%	-5%
CCC(Sc1nc2ccccc2[nH]1)C(=O)Nc1ccc(S(N)(=O)=O)cc1 (stereo not drawn)	-4.9%	1%
Cc1c(C(=O)O)oc2ccc(S(=O)(=O)NCc3ccccc3)cc12	-0.6%	-1%

The listing continues:
SMILES	Hsp70 displacement	Rat MKP-3 inhibitors
Cc1nc2sc(C(c3ccco3)N3CCC(C)CC3)c(O)n2n1 (stereo not drawn)	-1.5%	-7%
CCN(CC)CCSc1nc(O)c(CC(C)C)c(=O)[nH]1	1.2%	1%
C=CCN1CN(S(=O)(=O)c2cccs2)c2nc3ccccc3nc21	0.4%	-11%
CCN(CC)C(=O)CSc1nnc(-c2cnccn2)n1-c1ccc(C)cc1	-4.5%	-13%
O=C(N/N=C/c1ccccn1)c1ccc(O)cc1O	-6.7%	-2%
C=CCNC(=O)CSc1nnc(-c2cccs2)o1	-1.3%	.
Cc1ccc(CN2CCSc3ccc(C(=O)N4CCN(c5ncccn5)CC4)cc32)cc1	6.6%	3%
COC(=O)C1Cc2c([nH]c3ccccc23)C(C)N1 (stereo not drawn)	5.3%	2%
Cc1ccc2[nH]c3nc(N/N=C/c4cccs4)nnc3c2c1	1.5%	0%
C/C(=N\N1CCN(c2ccccc2)CC1)c1ccco1	-2.3%	3%
Cc1cc(C)cc(NC(=O)c2ccncc2)c1	3.8%	5%
N#Cc1c(NC(=O)CSc2ncnc3sccc23)oc(-c2ccco2)c1-c1ccco1	-25%	-3%
COC(=O)c1cc(Cl)c(NC(=O)c2cc(OC)c(OC)c(OC)c2)cc1OC	6.6%	0%
O=C(CP(=O)(c1ccccc1)c1ccccc1)Nn1cnnc1	.	-8%
CC1=C(C(=O)Nc2ccccc2C)C(c2ccc3c4c(cccc24)CC3)NC(=S)N1 (stereo not drawn)	4.1%	-1%

Overlap with the part before: 4 compounds, then new ones.
SMILES	Hsp70 displacement	Rat MKP-3 inhibitors
N#Cc1c(NC(=O)CSc2ncnc3sccc23)oc(-c2ccco2)c1-c1ccco1	-25%	-3%
COC(=O)c1cc(Cl)c(NC(=O)c2cc(OC)c(OC)c(OC)c2)cc1OC	6.6%	0%
O=C(CP(=O)(c1ccccc1)c1ccccc1)Nn1cnnc1	.	-8%
CC1=C(C(=O)Nc2ccccc2C)C(c2ccc3c4c(cccc24)CC3)NC(=S)N1 (stereo not drawn)	4.1%	-1%
CC1(C)NC(=O)N(CCCSc2ccc(Cl)cc2)C1=O	0.8%	4%
CCOc1ccc2nc(S(N)(=O)=O)sc2c1	3.1%	-3%
C[n+]1ccc(/C=C/c2ccc3c(c2)OCO3)cc1	15%	11%
Cc1nc(-c2ccccc2O)n(-c2ccccc2)n1	-4.1%	.
CCc1nnc(NC(=O)CSc2nnc(Cc3cccn3C)n2C)s1	6.4%	1%
CC(=O)N(C)c1ccc(NS(=O)(=O)Cc2ccccc2)cc1	-6.7%	-7%
O=C(Nc1ccon1)c1cc2ccccc2oc1=O	-1.4%	.
O=C(/C=C/c1cccc([N+](=O)[O-])c1)Nc1ccc2nn(-c3ccccc3)nc2c1	16%	28%
O=C(COC(=O)c1ccc(S(=O)(=O)NCc2ccco2)cc1)Nc1ccccc1OC(F)F	2.6%	-4%
COc1cc2c(=O)n(Cc3ccco3)c(=O)n(CC(=O)c3cccc(Br)c3)c2cc1OC	.	-8%
CCCCCc1nc2ccccc2c(=O)n1NC(=O)c1c(O)c2cccc3c2n(c1=O)CCC3	-3.6%	.
Cc1ccc(-c2noc(C3CCCN(S(=O)(=O)c4ccc5ccccc5c4)C3)n2)o1 (stereo not drawn)	-15%	.
CCOC(=O)Cc1csc(NC(=O)COc2ccccc2OC)n1	.	-3%
O=C1CC(C(=O)Nc2ncccn2)C(c2ccccc2)O1 (stereo not drawn)	1.3%	-3%
CC1CCCC(C)N1C(=O)c1ccc(F)cc1F (stereo not drawn)	3.8%	0%

An excerpt from above in order of heavy-atom count, high to low:
SMILES	Hsp70 displacement	Rat MKP-3 inhibitors
COc1cc2c(=O)n(Cc3ccco3)c(=O)n(CC(=O)c3cccc(Br)c3)c2cc1OC	.	-8%
Cc1ccc(-c2noc(C3CCCN(S(=O)(=O)c4ccc5ccccc5c4)C3)n2)o1 (stereo not drawn)	-15%	.
CCc1nnc(NC(=O)CSc2nnc(Cc3cccn3C)n2C)s1	6.4%	1%
C[n+]1ccc(/C=C/c2ccc3c(c2)OCO3)cc1	15%	11%

Remaining list, next part
SMILES	Hsp70 displacement	Rat MKP-3 inhibitors
CN(C)S(=O)(=O)c1cccc(C(=O)NCCc2ccccc2)c1	6.8%	-4%
CCOc1ccc(CCNS(=O)(=O)c2cnc[nH]2)cc1OCC	1.8%	14%
COCCNC(=O)NC1(C(F)(F)F)Oc2ccc(Cl)cc2O1 (stereo not drawn)	-3.0%	-1%
CCN1C(=O)/C(=C/c2ccc(C(C)(C)C)cc2)SC1=S	4.4%	1%
Cc1cc(C)c(S(=O)(=O)Nc2ccc(Br)c3cccnc23)c(C)c1	-4.6%	-1%
O=C(c1ccccc1F)N1CCN(S(=O)(=O)c2ccc(S(=O)(=O)N3CCCCC3)cc2)CC1	2.4%	-13%
CCOc1ccc(C(=O)Nc2c3c(nn2-c2cccc(Cl)c2)CS(=O)C3)cc1 (stereo not drawn)	5.9%	.
CCOC(=O)c1c(P(=O)(N2CCOCC2)N2CCOCC2)noc1N	0.8%	-5%
Cc1ccc(S(=O)(=O)N2CCN(Cc3ccccn3)CC2)cc1	-1.2%	2%
Cc1cc(Br)cc2c(N=NC(=O)c3cccnc3)c(O)[nH]c12	0.2%	2%
COc1cccc(N2C(=O)NC(=O)/C(=C/c3ccc(Br)s3)C2=O)c1	2.3%	3%
COC(=O)c1sccc1NC(=O)c1sccc1C	-2.0%	.
O=c1[nH]c(-c2cccnc2)nc2ccccc12	-7.0%	-8%
Cc1ccc(-c2nn(CCC(=O)O)cc2CCC(=O)O)cc1	3.5%	.
CN(C)C(=O)CN1C(=O)C2CC=C(Cl)CC2C1=O (stereo not drawn)	5.0%&3.2%	-11%&5%

Rewritten with bars between the fields: 3 of the compounds above
canonical_smiles | Hsp70 displacement | Rat MKP-3 inhibitors
O=c1[nH]c(-c2cccnc2)nc2ccccc12 | -7.0% | -8%
Cc1ccc(-c2nn(CCC(=O)O)cc2CCC(=O)O)cc1 | 3.5% | .
CN(C)C(=O)CN1C(=O)C2CC=C(Cl)CC2C1=O (stereo not drawn) | 5.0%&3.2% | -11%&5%

Going on with the list:
SMILES	Hsp70 displacement	Rat MKP-3 inhibitors
COC(=O)CN(C#N)c1nc(SC)nc(N(C)C)n1	-0.2%&2.9%	2%&1%
O=C(COc1ccc2ccccc2c1Br)c1ccc(Br)cc1	-0.6%	-8%
Cc1cc(C)c(S(=O)(=O)/N=C2\C=CC(=O)C(Cl)=C2)c(C)c1	3.7%	.
Cc1ccc(C(=O)Nc2sc3c(c2C#N)CCCCC3)cc1C	-0.7%	.
Cc1cc(C)nc(N2CCCC(C(=O)NC3CCCC3)C2)n1 (stereo not drawn)	0.8%	-4%
CCNS(=O)(=O)c1ccc(NC(=O)Nc2cccc(OC)c2)cc1	-0.8%	-8%
c1ccc(SCc2nc3ccccc3[nH]2)nc1	0.3%	-2%
CC(=O)N/C(=N/c1nc(C)cc(C)n1)Nc1ccc(C)c(Cl)c1	-3.3%	2%
COc1cccc(CNC(=O)CCCNS(=O)(=O)c2cccs2)c1	8.0%	2%
O=C1CC(c2cccc([N+](=O)[O-])c2)Sc2nc3ccccc3n21 (stereo not drawn)	-5.3%	2%
O=[N+]([O-])c1cccc(-c2ccc(CO)o2)c1	.	2%
COc1ccc(N2CCN(S(=O)(=O)c3ccc(C(=O)NC4CCCC4)cc3)CC2)cc1	0.4%	-4%
CCCCOc1ccc2ccc(=O)oc2c1	5.5%	0%
COc1cccc(N2CCN(c3ncnc4c3cnn4-c3ccc(C)cc3C)CC2)c1	0.7%	-8%
COCCn1c(C)cc(C(=O)CN2C(=O)NC3(CCCCCCC3)C2=O)c1C	-1.1%	1%
O=c1/c(=C/c2ccccc2OCc2ccccc2F)sc2nc3ccccc3n12	-4.2%	-1%
CCOC(=O)c1sc2c(c1C)C(c1cccs1)C1=C(CCCC1=O)N2 (stereo not drawn)	-5.7%	-30%
O=C(Cc1ccccc1)Nc1ccc(NC(=O)c2ccccc2)c(Br)c1	0.3%	0%

High-throughput results as filed in PubChem.

Only part of the results is shown; the hit share may differ from the screen's.
